TRHR enhancer: qHTS for Small Molecule Agonists and Allosteric Enhancers of Human TRH Receptor: Primary Screen for Enhancers. TRHR cells, fluo-8 calcium fluorescence, EC20 TRH enhancement. enhancement, % at 2 µM. actives 0.66% (n = 360,000). AID 493056, 2011; in the data active means enhancement above about 30%; further: 0% is about no effect
Target sequence (P34981 whole entry, looked up): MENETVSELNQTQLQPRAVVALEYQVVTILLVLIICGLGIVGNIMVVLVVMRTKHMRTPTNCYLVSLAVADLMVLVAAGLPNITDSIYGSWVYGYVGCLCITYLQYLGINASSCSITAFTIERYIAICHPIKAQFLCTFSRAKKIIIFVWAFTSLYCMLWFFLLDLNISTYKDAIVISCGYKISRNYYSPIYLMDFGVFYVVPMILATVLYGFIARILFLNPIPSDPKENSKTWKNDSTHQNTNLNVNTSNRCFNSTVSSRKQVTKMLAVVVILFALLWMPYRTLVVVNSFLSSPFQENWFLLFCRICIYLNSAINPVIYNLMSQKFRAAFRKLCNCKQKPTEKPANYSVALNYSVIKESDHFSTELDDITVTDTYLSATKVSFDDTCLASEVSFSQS
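Enhancer read-out: after compound pinning and an initial kinetic agonist-mode read, an EC20 of TRH (10 nM final) was injected and fluo-8 calcium signal (Ex 480/Em 530) followed at 1 s/cycle for 100 cycles in TRHR-expressing cells.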
RXFP1 agonist: qHTS Assay for Agonists of the Relaxin Receptor RXFP1. HEK293T-RXFP1 cAMP TR-FRET, 30 min; response scale: percent of porcine relaxin response, buffer zero. Relaxin receptor 1 (Homo sapiens), Q9HBX9. AID 2676, 2010. Potency, µM (highest dose often 57.5 µM), for the others: at the highest dose activation, usual class: activators. actives 0.3% (n = 370,000); further: potency means the concentration at half of the fitted maximal effect; on the % scale 0 is the no-effect control and ±100 the full control effect; nearly all actives have a fitted effect of over 60% in size; many of its hits are not listed in these tables
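HEK293 cells stably expressing RXFP1, treated 30 min at 37C with compounds plus PDE4 inhibitor Ro 20174; cAMP measured by HTRF TR-FRET. Normalized to buffer and 29 nM porcine relaxin; EC50 by Hill fit.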
RXFP1 antag: qHTS Assay for Antagonists of the Relaxin Receptor RXFP1; Relaxin receptor 1 (Homo sapiens), Q9HBX9; HEK293-RXFP1, relaxin-stimulated cAMP HTRF, 30 min; hits give low values; activity change, negative = inhibition, % at 57.5 µM; actives 0.59% (n = 350,000);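 active means activity change of -60% or lower, but not beyond a set lower limit; inconclusive means change between -60% and -40%, or beyond the set limit; inactive means change above -40%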; further: on the % scale 0 is the no-effect control and ±100 the full control effect
Anesthetic bind: qHTS Assay for Identification of Novel General Anesthetics | apoferritin/1-aminoanthracene competitive binding, fluorescence | Potency, µM (series often up to 77.5 µM), for the others: top-dose activity change, negative = displacement, most hits filed as inhibitors | actives 0.074% (n = 350,000) | AID 485281, 2010; further: potency means the concentration at half of the fitted maximal effect; on the % scale 0 is the no-effect control and ±100 the full control effect; nearly all actives have a fitted effect of over 20% in size
Target sequence (P02791 2-175 limits assumed): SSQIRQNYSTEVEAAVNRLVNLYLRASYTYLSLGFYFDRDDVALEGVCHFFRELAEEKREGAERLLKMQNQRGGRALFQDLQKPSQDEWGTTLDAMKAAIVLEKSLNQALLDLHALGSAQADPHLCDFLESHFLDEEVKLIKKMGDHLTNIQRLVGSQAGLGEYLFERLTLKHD
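Concentration-response curves derived by four-parameter Hill fitting of normalized fluorescence, where compounds displaced 1-AMA from 10 uM horse apoferritin following a brief 10 min room-temperature incubation; propofol titration acted as positive control.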
D1 potentiator: Potentiators of Human D1 Dopamine Receptor: qHTS; D(1A) dopamine receptor (Homo sapiens), P21728; HEK293 TREx D1 cells, calcium flux, dopamine EC20 potentiation; potentiation, % at 10 µM; actives 0.036% (n = 360,000); in the data active means potentiation above about 30%; further: 0% is about no effect
Target sequence (P21728 whole entry, looked up): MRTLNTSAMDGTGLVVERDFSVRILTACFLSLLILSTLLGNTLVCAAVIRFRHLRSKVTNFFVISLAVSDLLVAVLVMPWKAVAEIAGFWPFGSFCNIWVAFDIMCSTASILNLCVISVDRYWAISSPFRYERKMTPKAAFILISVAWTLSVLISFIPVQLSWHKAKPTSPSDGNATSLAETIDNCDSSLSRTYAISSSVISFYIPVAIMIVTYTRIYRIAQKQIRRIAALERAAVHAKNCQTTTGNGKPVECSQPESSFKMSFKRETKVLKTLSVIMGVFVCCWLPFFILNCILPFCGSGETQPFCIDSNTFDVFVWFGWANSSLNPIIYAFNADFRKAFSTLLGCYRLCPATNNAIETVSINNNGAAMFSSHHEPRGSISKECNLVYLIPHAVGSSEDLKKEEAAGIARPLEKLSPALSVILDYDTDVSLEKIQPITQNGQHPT
D2 potentiator: HTS Assay for Positive Allosteric Modulators of the Human D2 Dopamine Receptor: Primary Screen for Potentiators | actives 0.34% (n = 340,000) | HEK293 T-REx D2, calcium flux, EC20 dopamine potentiation | D(2) dopamine receptor (Homo sapiens), P14416 | potentiation, % at 10 µM;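 active means potentiation over 3 SD above the plate norm, cut at about 30% in these data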; further: 0% is about no effect
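Potentiation of an EC20 dopamine calcium response is measured in a force-coupled, tetracycline-inducible Hek293 Trex D2 line. Compound-only kinetic reads over 180 s flag agonists before dopamine addition.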
TRHR ag: qHTS for Small Molecule Agonists and Allosteric Enhancers of Human TRH Receptor: Primary Screen for Agonists; AID 493084, 2011; TRHR cells, calcium flux fluo-8, FDSS agonist mode; Thyrotropin-releasing hormone receptor (Homo sapiens), P34981; actives 0.18% (n = 360,000); activation, % at 2 µM; in the data active means activation above about 30%; further: 0% is about no effect
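Agonist-mode FDSS calcium read (Ex 480/Em 530, 1 s cycles) in 1536-well TRHR cells with fluo-8 dye, after 10-cycle baseline and 23 nL compound addition; TRH at EC20 (10 nM final) added afterwards for the enhancer phase.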
D1 antag: Antagonist of Human D 1 Dopamine Receptor: qHTS; activity change, negative = inhibition, % at 10 µM; AID 504652, 2011; HEK293 TREx D1 cells, calcium flux, dopamine EC80; hits give low values; D(1A) dopamine receptor (Homo sapiens), P21728; actives 3.2% (n = 360,000); in the data active means activity change below about -30%; further: on the % scale 0 is the no-effect control and ±100 the full control effect
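Kinetic fluorescence of a calcium dye serves as the read-out. D1-expressing Hek293 Trex cells, induced overnight at 30 C, are exposed to compound for 180 s before an EC80 dopamine addition, then read 180 s further.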
D1 agonist: Allosteric Agonists of the Human D1 Dopamine Receptor: qHTS; HEK293 T-REx D1 cells, calcium flux, agonist mode; actives 1% (n = 360,000); activation, % at 2 µM; in the data active means activation above about 30%; further: 0% is about no effect
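Tetracycline-induced HEK293 TREx D1 cells, force-coupled to calcium signalling, were dye-loaded with a no-wash calcium kit. Compound was pin-added after a 10 s baseline. Fluorescence was read kinetically at 1 cycle/s for 180 s, with calcium rises flagged as agonism.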
* = called active by the depositor; ? = inconclusive; . = not tested or not shown; & = joins results of further samples; [ ] = dose if it differs, or a comment. Unless noted, the call rests on the fitted dose curve; in most records, active means well fitted curve in the direction sought with a large enough effect; inconclusive means small, poorly fitted or top-dose-only effect, or another doubt; inactive means no such curve, though single readings can be large; an effect the other way counts as inactive or inconclusive. A portion of the library; the hit share may differ from the screen's.

| structure | D1 antag | TRHR ag | D2 potentiator | D1 agonist | RXFP1 agonist | D1 potentiator | TRHR enhancer | RXFP1 antag | Anesthetic bind |
| --- | --- | --- | --- | --- | --- | --- | --- | --- | --- |
| CCN(Cc1ccccc1)S(=O)(=O)c1cc(C(=O)NC(C)C2CC3CCC2C3)ccc1OC (stereo not drawn) | -7 | 0.8 | -21 | 3 | 3.8% | -1 | 0 | -13 | 7% |
| O=C(Nc1ccccc1Cl)c1ccc([N+](=O)[O-])o1 | -3 | 0.2 | 10 | 2 | -0.9% | 1 | 5 | 18 | -10% |
| Cc1ccc2c(c1)CCCN2C(=O)c1ccco1 | 3 | -1.4 | 6 | 2 | -1.6% | -9 | 10 | 10 | -8% |
| CCOc1ccc(-c2cc3c(=O)n(Cc4nc(-c5cccc(OC)c5OC)oc4C)ccn3n2)cc1Cl | 4 | 1.5 | 13 | 0 | 16% | 5 | 8 | . | 7% |
| O=C(NC1CCS(=O)(=O)C1)Oc1ccc(Cl)cc1 (stereo not drawn) | 1 | 0.7 | -11 | -1 | -1.8% | -3 | 12 | 0 | ? |
| COc1ccc2c(c1)c(CC(=O)Nc1ccccc1OC)c(C)n2C(=O)c1ccc(Cl)cc1 | -4 | -1.0 | 13 | 5 | 2.4% | -6 | -3 | ? | -3% |
| COc1ccc(CC2S/C(=C(\C#N)C(=O)NCc3ccco3)N(c3ccc(C)cc3)C2=O)cc1 (stereo not drawn) | 5 | 0.9 | 2 | 8 | -0.5% | 0 | 0 | -17 | 1% |
| Cc1cc(C)n(-c2ccc(NC(=O)C3CCCCN3C(=O)c3cccs3)cc2)n1 (stereo not drawn) | -2 | 0.0 | 2 | 14 | 2.4% | -2 | 1 | 3 | -23% |
| CCn1cc(/C=C(\NC(=O)c2cc(OC)c(OC)c(OC)c2)C(=O)NCCCN2CCOCC2)c2ccccc21 | 14 | 0.0 | -7 | 2 | 0.4% | -8 | -1 | -14 | -7% |
| O=C(NC1CC1)c1ccc2snnc2c1 | 3 | 0.4 | -2 | 0 | 0.2% | -3 | 1 | 4 | -3% |
| O=C(Cn1cnc(S(=O)(=O)N2CCCCC2)c1)N1CCN(c2ccc([N+](=O)[O-])cc2)CC1 | 11 | -0.1 | 14 | 2 | 5.4% | -1 | -9 | -8 | -23% |
| O=C(CCN1C(=O)/C(=C/c2ccccc2Cl)SC1=S)NCCCN1CCOCC1 | 3 | 0.3 | 9 | 13 | 1.6% | -3 | -4 | 2 | ? |
| NC(=O)CS(=O)(=O)c1nc2ccccc2n1Cc1ccccn1 | -38* | -0.2 | 29 | 1 | -2.1% | -3 | -1 | -8 | -10% |
| CCN(CC)C(=O)c1[nH]cnc1C(=O)Nc1ccc(C)cc1 | . | -0.3 | -9 | 0 | 0.5% | -3 | -1 | . | . |
| CC(NCC1(N2CCOCC2)CCCCC1)C(=O)Nc1ccc(Cl)cc1Cl (stereo not drawn) | 0 | 0.7 | . | 0 | -1.5% | -6 | 0 | 8 | -13% |
| COCCn1c(-c2ccc(NC(C)=O)cc2)nc2c1c(=O)[nH]c(=O)n2CC(C)C | -3 | 0.8 | 0 | 2 | 7.5% | 1 | -3 | -16 | 59%[activator] |
| COc1ccc(N(CC(=O)NCc2cccs2)S(=O)(=O)c2ccc(F)cc2)cc1 | 4 | 0.5 | 1 | 1 | 0.1% | 11 | 1 | 3 | . |
| Cc1ccc(F)cc1NC(=O)COC(=O)C1CCN(c2ccc(C(F)(F)F)cn2)CC1 | -19 | -0.2 | . | -1 | 0.6% | -4 | 14 | -29 | . |
| Cc1cccc(-n2c(SCC(=O)N3CC(=O)Nc4ccccc43)nc3ccccc3c2=O)c1C | -5 | 2.4 | 2 | 2 | 0.4% | 0 | 15 | 1 | -18% |
| CC(C)c1ccc(C(C)NCCS(=O)(=O)c2ccc(Cl)cc2)cc1 (stereo not drawn) | 20 | -1.2 | . | 7 | -0.2% | -9 | -2 | -11 | -14% |
| CCCCCCN(C(=O)CCCCCN1C(=O)NC(c2ccc(-c3ccccc3)cc2)C(C(=O)OCc2ccccc2)=C1C)C(C(=O)NCCCC)c1ccc(O)c(C(=O)OC)c1 (stereo not drawn) | 0 | 1.4 | 5 | 12 | -1.9% | 0 | -3 | . | 5%&2% |
| Cc1cc(C)cc(N(CCC(=O)Nc2nnc(C)s2)S(=O)(=O)c2ccc(Cl)cc2)c1 | 8 | 0.7 | -22 | 2 | 6.3% | 0 | 9 | 17 | -3% |
| CCCn1c2ccccc2c2cnn(CC(=O)N3CCCC(C(=O)OCC)C3)c(=O)c21 (stereo not drawn) | 13 | -1.2 | 10 | 0 | 2.0% | -4 | -6 | 3 | -13% |
| CCOC(=O)c1nn(C)c(C)c1Cl | -44* | 0.1 | 5 | 6 | -0.3% | -7 | 7 | -1 | -18% |
| Nc1nc(CSC(=S)N2CCN(c3ccccc3)CC2)nc(Nc2ccc(F)cc2)n1 | -13 | 0.9 | 9 | 7 | -0.7% | -6 | 8 | -4 | -15% |
| CCCCN1C(=O)C(=O)N(CC(=O)Nc2ccccc2C(=O)OCC)C1=O | 11 | -0.1 | 15 | 7 | -2.4% | 0 | 0 | 16 | -14% |
| C=C1CC(C(=O)N/N=C/c2ccc(O)cc2)C1 | 3 | 0.2 | 4 | 3 | 3.0% | -2 | -7 | -6 | 0% |
| CCS(=O)(=O)c1nc2ccccc2n1CC(=O)N1CCOCC1 | -20 | 0.1 | -8 | 1 | 0.1% | 8 | -4 | -4 | 10% |
| O=c1c2cc3c(cc2[nH]c(=S)n1CCN1CCOCC1)OCO3 | -50* | 0.0 | -5 | 1 | -3.6% | -3 | -6 | -19 | -6% |
| O=C(NC(=S)NCc1ccccc1)c1ccc(Br)o1 | 8 | -0.2 | 4 | 3 | -1.2% | -1 | -6 | . | ? |
| COc1ccc(C(=O)C(OC(=O)c2ccc(C)c(NC(C)=O)c2)c2ccccc2)cc1 (stereo not drawn) | 2 | 1.6 | 6 | 1 | 4.3% | 6 | 14 | -21 | -23% |
| CN(C)/C=C/C(=O)c1ccc(Br)cc1 | 2 | 1.1 | -4 | 5 | -0.3% | -5 | 3 | -6 | -10% |
| O=C(CNC(=O)c1ccc(C(F)(F)F)cc1)OC(C(=O)Nc1cc(C(F)(F)F)ccc1Cl)c1ccccc1 (stereo not drawn) | -12 | 1.9 | . | 7 | . | -1 | -4 | . | . |
| Cc1noc(C)c1C(=O)N1CCCC1 | 21 | 0.6 | . | 1 | 4.1% | -4 | 6 | -3 | 2% |
| COC(=O)C1=C(C)N(c2ccc(C)c(C)c2)/C(=C/c2ccco2)C1=O | -2 | 0.6 | 3 | 0 | 3.0% | 0 | -1 | -17 | -17% |
| CCOC(=O)c1c(/N=C/C2=C(O)CC(C)(C)CC2=O)sc(C(C)=O)c1C | 3 | -0.2 | 5 | 1 | 14% | 1 | 2 | 6 | -7% |
| C=CCN1C(=O)/C(=C\c2ccc(Cl)cc2)N=C1SCC(=O)NC1CCCCC1 | -5 | 0.7 | -10 | 2 | 0.3% | 0 | 10 | 3 | -8% |
| CCN(C(=O)CSc1nnc(C)n1-c1cccc(C)c1)C1CCS(=O)(=O)C1 (stereo not drawn) | -5 | 0.6 | 5 | 1 | 1.6% | -6 | 7 | -7 | . |
| CCCC(=O)Nc1ccc(Cl)c(NC(=O)C(C)(C)C)c1 | -3 | 0.7 | 24 | 1 | 3.2% | -3 | 6 | -1 | -10% |
| O=C(Nc1nc(N2C(=O)c3ccccc3C2=O)n(-c2ccccc2)n1)c1ccc(Cl)cc1 | -13 | 1.3 | 9 | 4 | -1.8% | -6 | 4 | 19 | -15% |
| O=C(C/C(=N\NC(=O)c1ccccc1Br)C(F)(F)F)c1cccs1 | 7 | 0.1 | . | 4 | -3.7% | 1 | -1 | -4 | 7% |
| CC1CCCC(NC(=O)c2n[nH]c(=O)c3ccccc23)C1C (stereo not drawn) | 1 | -1.1 | -4 | 2 | 8.5% | 11 | 2 | -19 | -13% |
| CCOC(=O)CSc1ncnc2c1cnn2-c1ccc(Cl)cc1 | -6 | 0.1 | 3 | 2 | 18% | 1 | 2 | -12 | -7% |
| Cn1c(SCC(=O)N2CCN(c3cccc(Cl)c3)CC2)nnc1-c1ccncc1 | -21 | 0.7 | -4 | 3 | 0.9% | -8 | -2 | -9 | -2% |
| Cc1nc2cc(C(=O)OCC(=O)N(CC(C)C)C3CCS(=O)(=O)C3)ccc2n1-c1ccccc1 (stereo not drawn) | 8 | 0.3 | 1 | 2 | 2.1% | -2 | 14 | -6 | -21% |
| CCOc1ncccc1C(=O)N1CCN(S(=O)(=O)c2ccc(Br)cc2Cl)CC1 | -8 | -0.7 | . | 2 | -1.2% | -2 | -5 | -22 | -6% |
| COC(=O)CSc1nnnn1-c1cccc2ccccc12 | 1 | -1.7 | -4 | 5 | 1.6% | -7 | -6 | 9 | -11% |
| COc1ccc(CCNC(=O)CSc2cc(=O)n(C)c3ccccc23)cc1OC | -13 | -1.0 | 24 | -1 | 8.4% | 2 | 1 | -4 | -3% |
| COc1cc(OC)cc(-n2nnnc2SCC(=O)Nc2nc3c(s2)CCCC3)c1 | -12 | 0.1 | -5 | -2 | 3.5% | 3 | 11 | -4 | -19% |
| CCCc1cnc(N2CCN(S(=O)(=O)c3cccs3)CC2)nc1 | -15 | -0.5 | 0 | 3 | -0.1% | -2 | -3 | 18 | 7% |
| O=C(Nc1ccc(S(=O)(=O)NCc2ccccc2)cc1)Nc1ccc2c(c1)OCO2 | -40* | 1.3 | -3 | 8 | -0.3% | -10 | 3 | -10 | -9% |

Individual results from above:
Under RXFP1 agonist, CC1CCCC(NC(=O)c2n[nH]c(=O)c3ccccc23)C1C (stereo not drawn) shows 8.5%
Under D1 antag, O=C(NC(=S)NCc1ccccc1)c1ccc(Br)o1 shows 8
